Screens (PubChem)
Autophagy HCS: modulators of autophagy | MEF GFP-LC3 puncta imaging; test concentration mostly 10 µM | calls only at 10 µM (by protocol) | actives 0.98% (n = 190,000);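 active = percentage of spot-positive cells more than 3 SD above its plate mean, without a fluorescence outlier flag or 80% toxicity; inconclusive = no clear call, values can overlap the other calls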;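 note: spot-positive cell cutoff set from DMSO-treated cells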
b-catenin transl: beta-catenin nuclear translocation modulation. nuclear translocation activity, % at 5 µM. HeLa beta-catenin nuclear translocation, immunofluorescence imaging. actives 0.3% (n = 190,000);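 active = nuclear translocation activity above 50% at 5 µM, with a well cell count of 50 or more; inconclusive = wells under 50 cells across six images, flagged as toxic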;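 note: per-cell ratio of nuclear to cytoplasmic median beta-catenin stain intensity; plate controls were DMSO negative control for no effect and GSK-3 inhibitor IX positive control for full effect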
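assay system = human HeLa cells, endogenous beta-catenin | times = compound treatment 24 h, 37°C, 5% CO2 | detection = Anti-beta-catenin immunofluorescence on PFA-fixed, Triton-permeabilized cells, DAPI nuclei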
Ins promoter up: MIN6 insulin promoter up-regulation; z-score at 5 µM; MIN6 insulin promoter-GFP reporter, high-content imaging; active compounds read high; actives 0.3% (n = 190,000);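 active = z-score above 3 at 5 µM with at least 500 cells counted in the well; inconclusive = wells under 500 cells, flagged as cytotoxic or low count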
MT stabilizer: microtubule stabilizers in HeLa cells; HeLa tubulin immunostaining HCS, 24 h; share of cells brighter than vehicle mean+2SD; % tubulin-high responders, % at 10 µM; actives 0.83% (n = 200,000); AID 2205;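 active = plate Z-score above 3 for both tubulin-high and condensed-nucleus cell shares, with cell loss under 80%, at 10 µM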;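 note: anti alpha tubulin signal scored within the nucleus-defined area of each cell; some results filed as inactive read as strong as hits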
P. falciparum M17LAP: P. falciparum M17LAP inhibitors, primary screen, biochemical, fluorogenic H-Leu-NHMec substrate, 1536-well (AID 1619). recombinant M17LAP, H-Leu-NHMec fluorogenic kinetic assay; higher % means a stronger effect. one-dose inhibition, % at 30 µM; IC50 in µM for titrated hits. actives 0.38% (n = 220,000);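 active = compound inhibiting the enzyme by more than half at any dose during confirmatory dose-response retesting; inconclusive = strong single-dose inhibitors picked by rank but not retested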;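 note: plate controls were full reaction with DMSO carrier for no effect and no enzyme background for full effect; strong numbers were not always called active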
Dynein transport: dynein cargo transport inhibition. 3617.4 mouse cells, GR-EGFP nuclear translocation imaging; test concentration mostly 20 µM; stimulated with dexamethasone, 1 µM; active compounds read low. z-score, hits read low. actives 0.47% (n = 220,000);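 active = plate z-score of nuclear minus cytoplasmic receptor signal below a set negative limit, without overly bright fluorescence or cell loss, cut at about -3.5 in these data, passing the limit was not always enough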;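 note: z-score of nuclear minus cytoplasmic ring GR-EGFP intensity difference per well; some compounds called inactive have numbers as strong as hits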
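Also added – dexamethasone, 1.0 µM final · Buffer or medium – tet-free, stripped-serum medium · Schedule – induction 48 h, compound 1 h, agonist 30 min · Detection – formaldehyde fixation, Hoechst nuclear stain, 10x automated fluorescence imaging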
Yfh1-depleted yeast: mitochondrial function rescue without frataxin homolog – Friedreich's ataxia, plus single-dose screen, dose response (AID 1465); S. cerevisiae Yfh1-off respiration, WST-1 reduction, 72 h; higher fold induction means a stronger effect; actives 0.074% (n = 220,000); fold induction at 50 µM; hits with a dose series show EC50 in µM;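 active = fold induction of absorbance versus untreated yeast above a set limit, then at least 30% activation at any dose in follow-up; inconclusive = repeats straddling the limit, or above it without dose testing; inactive = fold induction below the set limit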;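 note: activators that raise dye reduction in frataxin-depleted yeast; strong numbers were not always called active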
NOD1 NF-kB reporter: NOD1 signaling inhibitors, primary screen, cell-based, luminescence, uHTS (AID 1578); actives 1% (n = 290,000); NOD1-driven NF-kB luciferase reporter cells, luminescence; higher % means a stronger effect; inhibition, % at 4 µM; hits with a dose series show EC50 in µM; in the data active = inhibition mostly above about 36%, no sharp cut-off; inactive = mostly below about 34%;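 note: HEK-293T reporter cells stimulated with the NOD1 agonist gamma-tri-DAP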
HEK293 NOD2/NF-kB: inhibition of NOD2-driven NF-kB reporter – cell-based, luminescence, uHTS, HEK293 (AID 1566). one-dose inhibition, % at 4 µM; EC50 in µM for titrated hits. actives 0.63% (n = 290,000). HEK293 NOD2/NF-kB luciferase reporter, luminescence; higher % means a stronger effect; in the data active = inhibition above about 50%; note: many of its hits are not listed in these tables
Dynein transport cytoplasmic EGFP: further read-out of Dynein transport, marked with its call; z-score; measured here: cytoplasmic GR-EGFP intensity; active compounds read high
Dynein transport nuclear GR-EGFP: further read-out of Dynein transport, marked with its call; z-score; measured here: nuclear GR-EGFP intensity;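 lower value marks the stronger effect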
Dynein transport cell count: second read-out of Dynein transport, no call of its own (marks repeat the call); z-score; measured here: cell count per field
Ins promoter up cell count: second read-out of Ins promoter up, no call of its own (marks repeat the call); cell count; measured here: cytotoxicity, nuclei count;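 total cells summed across four imaged fields per well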
b-catenin transl cell count 5 µM: second read-out of b-catenin transl, no call of its own (marks repeat the call); cell count; measured here: cell count, cytotoxicity flag
MT stabilizer Hoechst-high %: recorded beside MT stabilizer, whose call it bears; % Hoechst-high responders; measured here: nuclear condensation Hoechst responders;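 share of cells brighter than vehicle mean plus two SD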
MT stabilizer cytotoxicity %: also measured in MT stabilizer; calls as there; toxicity, %; measured here: cytotoxicity by cell density;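 0% = mean cell density of plate MIN control wells and 100% = no cells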
Autophagy HCS cell loss 18 h: second read-out of Autophagy HCS, no call of its own (marks repeat the call); toxicity, %; measured here: cell loss, nuclei count;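 cell loss after 18 h compound exposure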
Numbers without * were called inactive; i = inactive; u = inconclusive; x = not tested or not shown; + = active, no number; & = joins results of further samples. Some of the compounds tested; the hit share may differ from the screen's.

SMILES	Autophagy HCS	Autophagy HCS cell loss 18 h	b-catenin transl	b-catenin transl cell count 5 µM	Ins promoter up	Ins promoter up cell count	MT stabilizer	MT stabilizer Hoechst-high %	MT stabilizer cytotoxicity %	P. falciparum M17LAP	Dynein transport	Dynein transport cytoplasmic EGFP	Dynein transport nuclear GR-EGFP	Dynein transport cell count	Yfh1-depleted yeast	NOD1 NF-kB reporter	HEK293 NOD2/NF-kB
Cc1ccc(OCC(=O)Nc2ccc(N3CCN(S(C)(=O)=O)CC3)cc2)c(C)c1	i	8.0	0.8	1586	-0.48	1377	1.8	1.6	4.6	9.8%	0.342	-0.201	0.499	-0.777	i	-19.6%	1.7%
NNC(=O)c1sc2cc(C(F)(F)F)cnc2c1-c1cccs1	i	11.2	-1.4	1174	-0.1	1455	1.7	1.2	0.9	4.4%	-0.605	-0.271	-0.224	0.789	i	-31.8%	11.8%
Oc1ccc2ccccc2c1CNn1cnnc1	i	-2.5	0.9	1165	0.61	900	3.0	1.8	7.9	3.0%	-0.176	-0.224	0.576	0.798	i	-0.3%	1.5%
CCOC(=O)c1ccc(N2C(=O)C(CC(N)=O)N(CCc3ccc(OC)c(OC)c3)C2=S)cc1 (stereo not given)	i	-7.9	-4.6	1164	-0.31	1486	3.5	2.1	4.9	4.9%	-1.01	-0.321	0.131	0.347	i	4.8%	34.4%
COc1ccc2oc(=O)c(C(=O)N3CCN(c4ccccc4)CC3)cc2c1	i	2.8	-5.8	822	0.28	1068	3.4	3.3	2.6	-5.7%	0.164	-0.288	0.372	0.0873	i	-35.2%	-2.9%
CCCn1c(SCC(=O)NCc2ccco2)nnc1C(C)C	i	-7.9	2.0	1404	0.25	1475	2.0	2.4	1.8	-1.4%	-0.292	-0.196	-0.017	0.183	i	43.5%	12.9%
Cc1ccc(-n2c(SCC(=O)NCc3ccco3)nnc2-c2cccnc2)c(C)c1	i	-3.0	x	x	x	x	1.6	2.2	3.5	54.7%	-0.704	-0.219	-0.272	0.925	i	x	x
Cc1ccc(C)c(N(C(=O)Cn2nnc3ccccc32)C(C(=O)NC(C)(C)C)c2ccsc2)c1 (stereo not given)	i	14.5	x	x	x	x	2.5	1.9	4.6	-0.3%	-0.151	-0.135	0.277	1.13	i	16.6%	10.6%
CC(=O)NC(Cc1ccc(F)c(F)c1)C(=O)NC1CCN(c2nnnn2-c2ccccc2)CC1 (stereo not given)	i	-30.2	0.5	1480	-0.02	1441	3.6	1.0	6.1	4.8%	0.519	-0.222	0.475	-0.477	i	-10.1%	11.2%
COc1ccc(OC)c2sc(NC(=O)CCSc3ccccc3)nc12	i	2.8	0.7	1097	-1.1	1828	9.3	7.3	1.3	11.9%	-0.0306	-0.269	0.186	0.717	i	-22.2%	2.1%
CC(=O)NCCCc1nc2ccccc2n1Cc1ccccc1C	i	3.3	-0.5	1258	-0.8	1030	0.8	0.6	6.0	-11.4%	-0.949	-0.354	-0.356	0.524	i	-12.3%	5.0%
COc1cc(-n2ccnc2SC)c(Cl)cc1Cl	i	-30.7	x	x	x	x	4.2	1.0	3.5	-0.8%	0.168	2.71	0.621	-2.84	i	12.9%	17.0%
CN(C)CCCN1c2ccccc2Sc2ccc(Cl)cc21	i	-3.9&8.1	2.8&-1.0	475&1212	-0.58	1610	4.4&6.5	3.6&3.0	9.0&2.0	4.6%&16.6%	0.566	-0.121	0.502	-0.132&-6.14	i	-19.5%&-2.3%	12.7%&21.8%
Cc1cccc(NC(=O)C2CC(=O)n3ncnc3N2)c1 (stereo not given)	x	x	-1.1	1402	0.07	1132	x	x	x	-3.1%	-0.585	-0.245	-0.223	1.2	i	4.5%	14.3%
CCCCN(C(=S)Nc1cccc(C)c1C)c1c(N)n(CCC)c(=O)[nH]c1=O	i	16.8	-1.3	1162	-0.4	1241	5.8	2.5	7.6	0.8%	-1.26	0.948	-0.131	0.921	i	-23.7%	13.7%
Nc1cc(Br)c(N)c(Br)c1	i	-8.1	-0.8	1113	0.86	1203	2.6	2.1	6.0	-5.2%	-0.488	-0.216	0.481	0.744	i	-16.0%	8.0%
Cc1csc(NC(=O)CSc2nnc(-c3ccoc3C)n2Cc2ccco2)n1	i	22.0	-1.4	1175	0.23	1127	6.8	3.1	7.6	29.0%	-0.985	-0.218	-0.325	1.15	i	-13.5%	16.9%
Cc1noc(C)c1COC(=O)c1cccnc1Cl	i	13.5	5.3	992	-0.21	1118	2.8	2.1	4.0	-4.7%	-0.131	-0.315	0.287	-0.128	i	-24.9%	15.3%
COc1cc(CNn2cn[nH]c2=S)cc(Cl)c1OCc1ccc(F)cc1	i	15.8	-3.4	1194	-0.55	1465	2.6	2.4	12.6	26.1%	0.517	-0.253	0.188	-0.739	i	-7.4%	11.8%
Clc1ccc(COc2ccccc2CNCc2cccnc2)cc1	i	-4.9	-6.2	1147	x	x	1.5	1.5	4.4	-3.0%	-0.653	-0.076	-0.22	0.00898	i	5.6%	14.4%
COc1cc(/C=C(/C#N)c2ccccc2F)ccc1OCc1ccccc1	i	-12.1	0.0	971	-0.05	1552	2.4	3.1	6.1	16.0%	-0.224	-0.261	-0.198	1.06	i	-16.6%	-24.9%
Cc1ccc(Sc2cc(C(F)(F)F)nc(N(C)C)n2)cc1	i	-0.2	2.0	1093	0.57	1845	1.1	1.6	13.2	-1.6%	0.461	-0.159	0.503	-0.39	i	28.9%	-6.9%
CCn1c(SCC(=O)Nc2nccs2)nnc1-c1ccncc1	i	-6.5	-10.8	1223	x	x	2.7	1.0	2.9	7.1%	2.08	0.117	1.49	-1.23	i	-8.3%	8.8%
COCC(C)NC(=S)NC(=O)c1cc(S(=O)(=O)N2CCOCC2)ccc1C (stereo not given)	i	7.3	-3.1	1065	0.65	1580	3.8	1.7	5.2	-4.8%	3	-0.251	2.47	-2.33	i	-29.9%	21.7%
Cc1csc(NC(=O)C(NC(=O)c2ccccc2F)C(C)C)n1 (stereo not given)	i	-9.2	-0.4	1057	0.96	1648	3.8	2.0	6.0	-9.8%	-0.878	0.00857	-0.451	0.686	i	-33.6%	-11.4%
COc1ccc(N2CCN(C(=O)/C(C#N)=C/c3ccccc3)CC2)cc1	i	13.6	3.5	933	0.05	1481	1.3	2.1	7.4	-3.2%	-1.7	-0.134	-0.83	0.796	i	-25.0%	21.0%
O=C1c2ccc3c4c(ccc(c24)C(=O)N1c1ccc2ccccc2c1)CC3	i	-32.4	x	x	x	x	3.4	3.2	1.4	-8.5%	-0.0794	-0.229	-0.656	0.502	i	31.1%	13.2%
N#CC(C#N)=NNc1ccc(S(=O)(=O)N2CCCC2)cc1	i	38.9	5.7	535	u	x	2.6	2.6	1.0	17.7%	0.604	-0.213	0.342	0.0979	i	-9.1%	4.4%
Cc1ccc(SCC(=O)O/N=C(\N)c2cccc([N+](=O)[O-])c2)cc1	i	-9.6	0.1	1329	0.11	1664	2.2	1.4	6.1	7.5%	-0.576	-0.13	-0.429	0.795	x	-8.7%	-0.6%
Nc1ccc(Cc2nc3c(ccc4ccccc43)[nH]2)cc1	i	-8.0	x	x	x	x	1.8	2.1	7.7	-4.7%	0.497	-0.475	0.366	0.0256	i	-20.1%	-37.7%
Cc1cccc(C(=O)NC(=S)Nc2ccc(S(=O)(=O)N3CCCCC3)cc2)c1	i	2.7	-1.2	1137	-1.9	1185	2.1	1.2	6.8	7.0%	1.34	0.134	0.959	-1.35	i	30.1%	6.3%
CCCn1nc(C(=O)NCC(C)(C)N2CCOCC2)c2ccccc2c1=O	i	-1.7	0.1	1361	-0.55	1601	2.2	2.0	9.1	-3.0%	-0.828	-0.227	-1.18	0.565	i	6.0%	11.9%
COc1ccc(S(=O)(=O)Nc2nnc(C(C)(C)C)s2)cc1	i	2.7	-5.7	952	-0.09	1149	4.8	1.0	6.9	11.1%	3.96	-0.122	3.07	-2.83	i	-9.4%	18.9%
CCOCCCn1c(NN)nc2ccccc2c1=O	i	12.3	0.2	1060	x	x	2.9	1.4	3.3	-1.3%	-0.887	-0.238	-0.442	0.766	i	-39.5%	8.2%
CNC(=S)Nc1cc(C(F)(F)F)ccc1Cl	i	-9.0	x	x	0.29	1420	4.5	3.2	12.2	-8.3%	0.578	-0.179	0.621	-1.47	i	-25.8%	3.8%
CC(=O)Cc1c(C(=O)O)c(C)nn1-c1ccccc1	i	2.7	0.0	1570	-0.36	1564	2.9	2.2	8.1	-1.2%	-0.323	-0.199	-0.395	0.71	i	-32.3%	5.7%
COc1ccc(CC(=O)Nc2ccc(-c3nnc(-c4ccc(C)cc4)o3)cc2)cc1	+	9.6*	-1.4	1206	0.29	1166	4.0	4.3	5.9	1.4%	-0.817	-0.268	-0.45	0.72	x	-29.1%	-72.4%
NNc1nnc2c3cc(F)ccc3n(Cc3ccccc3)c2n1	x	x	0.3	1324	0.44	1119	x	x	x	-5.5%	0.195	-0.222	0.681	-0.14	i	-5.1%	8.3%
CC(=O)c1ccc(OCC(O)CN2C(C)CCCC2C)cc1 (stereo not given)	i	-1.3	-1.4	1108	-0.83	1022	1.5	3.6	4.0	10.0%	0.0746	-0.129	0.202	0.212	i	-13.4%	-13.0%
Cc1cc(C(=O)CSc2nc(N)cc(=O)[nH]2)c(C)n1-c1ccc(OC(F)F)cc1	i	5.8	-2.4	1078	-0.93	1062	3.8	4.1	4.7	-2.1%	-0.256	0.0586	0.349	0.476	i	45.3%*	44.2%
